Assay outcomes as filed in PubChem.
sPLA2-III inh: Inhibits HGIII-sPLA2 liposome hydrolysis, primary screen | Q9NZ20 | QFRET BODIPY PC-A2 liposome hydrolysis, fluorescence | inhibition, % at 12.2 µM | 370,000 tested, 0.56% active;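 active = inhibition above mean plus 3 SD of compounds lying within the high and low control bounds, cut at about 19% in these data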;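 also: 0% = median of test compound wells and 100% = no enzyme DMSO wells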
hgDAF12 agonist: hgDAF-12 agonism, primary luciferase screen; AID 687014; HEK293 GAL4-hgDAF12 UAS-luciferase reporter, agonist luminescence; normalized to butyrate control; activation, % at 6.8 µM; 370,000 tested, 1.8% active;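 active = activation above a cutoff set at the mean of all screened compounds plus 3 SD, cut at about 10% in these data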;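 also: 0% = DMSO wells and 100% = sodium butyrate wells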
hcDAF-12 act: activators of H. contortus DAF-12 nuclear receptor; AID 652067; HEK293 hcDAF-12 lit1-tk-luc reporter, luminescence; 0% DMSO, 100% Δ7-dafachronic acid; 370,000 tested, 1.4% active; activation, % at 6.8 µM;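 active = activation above the mean of all tested compounds plus 3 SD, cut at about 5.5% in these data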;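 also: 100% = response to 3 µM Δ7-dafachronic acid high control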
SMARCA2 activ: SMARCA2 function activation, primary screen. MG213 cells, MMTV-luciferase reporter, dexamethasone, overnight. activation, % at 9.1 µM. 370,000 tested, 1% active; in the data active = activation above about 7.8%;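 also: 0% = vehicle wells and 100% = reference activator wells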
GC-B act: GC-B (human) receptor activation. P20594. HEK293-GC-B cells, CNP EC30, cGMP TR-FRET; 0% at EC30 CNP, 100% saturating CNP. activation, % at 10 µM. 370,000 tested, 0.11% active;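 active = activation at 10 µM reaching about 35% in either raw or pattern-adjusted values, limit read from the data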
DAX1 inh-1: inhibits human nuclear receptor DAX1; AID 504766; inhibition, % at 6.75 µM; P51843; HEK293 Gal4-DAX1 luciferase reporter, luminescence; 340,000 tested, 0.99% active;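 active = inhibition above the mean over all tested compounds plus 3 SD, cut at about 4.2% in these data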;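 also: 0% = DAX1-transfected cells with DMSO and 100% = empty-vector control cells with DMSO; inhibition shows as a rise in luminescence from relieved DAX1 repression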
GC-A act: GC-A (human) enzyme activation. AID 1671463. HEK293 GC-A cells, cGMP TR-FRET, EC30 ANP; 0% at EC30 ANP, 100% saturating ANP. activation, % at 10 µM. 370,000 tested, 0.14% active. P16066; in the data active = activation above about 40%
Target sequence (P16066 whole entry, looked up): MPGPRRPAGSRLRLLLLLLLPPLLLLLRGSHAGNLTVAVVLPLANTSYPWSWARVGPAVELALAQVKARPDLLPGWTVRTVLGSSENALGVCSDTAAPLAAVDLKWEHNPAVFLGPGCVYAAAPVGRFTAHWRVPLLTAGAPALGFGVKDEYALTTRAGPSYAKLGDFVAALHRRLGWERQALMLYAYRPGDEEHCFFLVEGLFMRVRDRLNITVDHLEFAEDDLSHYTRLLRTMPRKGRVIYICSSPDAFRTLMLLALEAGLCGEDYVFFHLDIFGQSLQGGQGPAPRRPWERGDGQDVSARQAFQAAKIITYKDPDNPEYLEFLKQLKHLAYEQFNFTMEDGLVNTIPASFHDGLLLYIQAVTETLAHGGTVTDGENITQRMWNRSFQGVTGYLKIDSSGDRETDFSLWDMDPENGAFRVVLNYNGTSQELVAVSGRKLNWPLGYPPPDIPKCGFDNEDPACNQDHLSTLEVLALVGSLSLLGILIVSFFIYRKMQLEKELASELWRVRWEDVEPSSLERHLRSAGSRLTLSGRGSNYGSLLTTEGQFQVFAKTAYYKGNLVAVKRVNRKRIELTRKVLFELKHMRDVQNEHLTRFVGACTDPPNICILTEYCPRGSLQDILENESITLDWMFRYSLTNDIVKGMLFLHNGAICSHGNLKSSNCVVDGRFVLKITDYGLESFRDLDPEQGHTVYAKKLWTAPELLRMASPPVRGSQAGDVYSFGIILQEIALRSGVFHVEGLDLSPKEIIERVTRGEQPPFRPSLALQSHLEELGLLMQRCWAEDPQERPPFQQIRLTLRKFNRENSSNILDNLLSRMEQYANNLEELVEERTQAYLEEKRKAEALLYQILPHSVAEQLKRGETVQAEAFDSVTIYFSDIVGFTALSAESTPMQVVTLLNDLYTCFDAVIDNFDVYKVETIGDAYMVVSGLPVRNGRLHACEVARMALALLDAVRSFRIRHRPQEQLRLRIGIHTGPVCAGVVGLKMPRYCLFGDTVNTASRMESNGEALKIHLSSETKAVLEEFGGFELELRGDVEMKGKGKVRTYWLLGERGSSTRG
DAX1 inh-2: inhibitors of DAX1 repression of SF-1 activated StAR promoter; HEK293T StAR-luciferase reporter, SF-1/DAX-1 repression relief; inhibition, % at 6.8 µM; 370,000 tested, 1.1% active; AID 652010;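 active = inhibition above the mean over all tested compounds plus 3 SD, cut at about 3.6% in these data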;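 also: 0% = DAX-1 cells with DMSO and 100% = cells lacking DAX-1 with DMSO; higher inhibition means more luminescence from relief of DAX-1 repression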
ADAM10 inh: ADAM10 inhibition, QFRET primary screen. O14672. recombinant ADAM10, EDANS/DABCYL FRET peptide cleavage, 3 h. inhibition, % at 7 µM. 370,000 tested, 0.62% active;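 active = inhibition above a per-campaign cutoff equal to the mean of compounds falling between control-based bounds plus 3 SD, cut at about 20% in these data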;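 also: 0% = DMSO wells while the 100% control is not disclosed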
GAA850 FXN act: increases GAA850 frataxin promoter reporter activity; HEK293 lucGAA850 FXN promoter luciferase reporter, 24 h; percent of 10 µM SAHA response; activation, % at 6 µM; 360,000 tested, 0.56% active;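 active = activation above the average of all compounds screened plus 3 SD, cutoff fixed separately per campaign, cut at about 7.5% in these data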;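 also: 0% = DMSO wells and 100% = 10 µM SAHA wells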
ssDAF-12 act: activates DAF-12 receptor from parasite S. stercoralis; HEK293 ssDAF-12/GRIP1 lit1-tk-luc reporter, luminescence; % of 3 µM dafachronic acid response; 370,000 tested, 1% active; AID 652126; activation, % at 6.8 µM;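 active = activation above the mean over all tested compounds plus 3 SD, cut at about 0.9% in these data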;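 also: 0% = DMSO-only wells and 100% = 3 µM delta7-dafachronic acid wells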
* marks the source's active call; other numbers are inactive results; i = inactive; x = not tested or not shown.

SMILES	sPLA2-III inh	hgDAF12 agonist	hcDAF-12 act	SMARCA2 activ	GC-B act	DAX1 inh-1	GC-A act	DAX1 inh-2	ADAM10 inh	GAA850 FXN act	ssDAF-12 act
O=C(c1cc2nc(-c3ccco3)cc(C(F)(F)F)n2n1)N1CCCCCC1	-3	-1.3	-1.8	4	-1	-0.2	5	-0.5	-134	7.2	-2.2
COC(=O)[C@]12C[C@H](CC(=O)NCC34CC5CC(CC(C5)C3)C4)C(=O)N(CCC3=CCCCC3)C1=C[C@H](C1CCCC1)O[C@@H]2C	6	-2.0	-1.6	-1	-4	x	0	-0.9	-8	x	-1.2
Cc1cc(C(F)(F)F)nn1CC(=O)NNC(=S)Nc1cccc(Cl)c1	-3	1.4	0.8	1	-1	1.2	1	0.1	10	2.6	-0.7
COC(=O)[C@]1(Cc2ccccc2)N[C@H](CN(C)C(C)=O)[C@@H]2C(=O)N(C)C(=O)[C@@H]21	3	-2.9	1.8	0	-1	0.6	4	1.6	-5	-0.1	-0.9
Nc1cc2c(cc1[N+](=O)[O-])OCCOCCOCCO2	7	-1.4	-0.9	-5	3	0.1	-1	1.6	-3	1.3	-1.4
CN(CC(=O)NCCCN1CCOCC1)S(=O)(=O)c1cc(Cl)ccc1Cl	5	-0.8	0.4	3	-2	-0.1	3	-0.3	-4	3.5	-0.9
CC(C)(C)CC(=O)NC(=S)N1CCCCCC1	8	-0.4	-2.2	-3	-3	-0.1	-3	-1.4	-10	0.3	-1.9
COc1ccc(NC(=O)CSc2nnc(C)n2Cc2ccccc2)cc1	-2	-0.4	-1.7	-1	-5	-1.3	-6	-0.6	-5	1.6	-0.9
CC(C)(O)C#Cc1ccc(C(=O)NCc2cccs2)s1	-2	1.3	-1.4	1	-9	1.2	-1	-0.4	-3	1.5	-0.6
COC(=O)C1CCN(C(=O)/C(C)=C\c2ccccc2)CC1	9	1.7	-2.5	2	0	0.3	1	-0.3	-3	2.9	-0.9
Clc1ccc(OCCn2c(-c3ccco3)nc3ccccc32)cc1	-9	0.3	-1.6	-1	-7	-0.8	15	-0.6	-2	-1.5	-1.8
OCc1ccnc(Cl)c1	-2	-1.5	-1.4	0	4	0.8	-1	0.4	-2	1.7	-1.2
O=C(CCSc1ccccc1)NC1CCCCCC1	1	5.2	0.9	6	-2	0.8	1	0.2	-2	2.7	-1.3
O=C(CSc1ncccn1)NCc1cccs1	-2	0.5	-0.8	0	8	0.3	0	0.1	5	2.8	-1.0
COc1ccc(NC(=O)C(c2ccc(C(F)(F)F)cc2)n2c(=O)c(-c3ccco3)nc3ccccc32)cc1 (stereo not given)	0	1.0	0.2	1	0	x	1	0.2	-12	x	-1.0
O=C(COc1ccc(Cl)cc1[N+](=O)[O-])NC1CCCCC1	0	8.6	-0.4	0	-4	-0.7	1	1.4	-3	8.1*	-1.0
COc1ccc(C2Nc3ccccc3C(=O)N2NS(C)(=O)=O)c(OC)c1 (stereo not given)	-4	1.4	1.1	-2	2	-0.6	-1	-0.1	i	1.6	-0.7
COc1ccc(-c2noc(-c3csc([C@@H]4C[C@H](O)[C@@H](CO)O4)n3)n2)cc1OC	3	5.1	3.1	4	0	x	0	1.2	-4	2.5	0.0
COCCNc1ncnc2c1cnn2Cc1ccc(Cl)cc1	-5	-2.0	-0.9	0	6	-0.4	3	-0.2	7	-1.9	-1.0
O=C(NCc1ccccc1)c1cc[n+]([O-])cc1	8	-1.3	-0.1	1	6	1.0	8	-0.2	1	2.4	-0.1
COc1cccc(CN2CCNC(=O)C2CC(=O)NC2CCCCCCC2)c1 (stereo not given)	-8	0.8	-2.4	-1	-2	0.2	-2	-0.9	-15	0.5	-1.5
OCC[C@H]1C[C@H](O)[C@@H](O)[C@]2(CCc3ccccc3O2)O1	2	0.3	-0.5	0	2	0.2	1	-0.4	9	-1.2	-1.2
CC(=O)/C(=C\N(C)C)Sc1ccc(C)cc1	-5	1.8	0.9	6	0	x	5	-0.3	2	-0.2	-0.3
COCCCn1c(=O)c2ccccc2n(CC(=O)NC2CCCCC2)c1=O	4	-1.5	-1.8	3	3	3.8	-1	0.1	-3	-1.6	-0.7
Cc1ccccc1N=Nc1c(C)[nH]n(C(N)=S)c1=O	5	3.0	0.4	14*	-4	-2.1	0	0.4	17	2.3	-1.8
CC(C)(C)c1ccc(C(=O)NCc2nnc(SCC(=O)NC3CCCCC3)o2)cc1	-21	-2.2	-0.6	0	-1	0.2	1	-1.9	-4	2.5	-0.1
O=C(Nc1ccc2ccccc2c1)C1CC2CCC1C2 (stereo not given)	2	15*	3.0	x	-5	x	4	x	1	x	-0.3
COc1cccc(-c2nc3n(n2)CCc2ccccc2-3)c1	-6	20*	17*	4	-3	4.3*	-2	8.3*	-7	4.9	2.0*
CCOC(=O)c1c(O)cc(C)[nH]c1=O	6	-0.2	0.4	-2	-5	1.0	-1	0.1	-4	1.6	-0.6
CC1(C)S[C@@H]2[C@H](NC(=O)[C@H](N)c3ccc(O)cc3)C(=O)N2[C@H]1C(=O)O	-5	3.2	-0.1	0	4	0.4	3	0.5	-159	-0.1	-0.6
CCC(=O)Nc1nc(-c2ccccc2)ns1	1	6.8	3.5	7	5	1.5	4	1.1	1	4.3	0.6
O=C(/C=C(\Nc1ccc(Br)c(F)c1)c1ccccc1)c1ccccc1	3	5.2	0.5	3	3	x	3	-0.2	-9	x	-1.0
Cc1ccc(/C=C/C(=O)NCCCc2ccccc2)cc1	-15	2.1	-1.1	0	1	-0.5	-4	-0.7	13	2.7	-1.4
N=C1c2ccccc2CN1c1ccc(N2CCOCC2)c(S(=O)(=O)Nc2ccc(Cl)cc2)c1	-19	0.6	-1.1	-2	-12	x	-5	0.0	-5	x	-2.2
CCOc1ccccc1OCCCC(=O)NNC(=O)c1nn(C)c(=O)c2ccccc12	1	2.8	0.1	-1	1	0.0	1	-0.5	11	-0.5	-1.1
CCOC(=O)C(NC(=O)CC(C)C)(Nc1cc(C)on1)C(F)(F)F (stereo not given)	-4	0.7	-0.4	2	4	-0.5	5	-0.5	-7	-2.1	-0.6
CCc1nnc(NS(=O)(=O)c2ccc(NC(=O)/C=C/c3ccc(OC)cc3OC)cc2)s1	-94	-1.3	-0.5	-1	4	0.7	-8	0.1	-100	1.6	-2.0
COc1cc(OC)cc(C(=O)Nc2cccc(-c3ccc(N4CCOCC4)nn3)c2)c1	0	5.2	1.6	2	1	-0.4	-4	2.5	-1	3.7	-0.7
CC(C)c1nc2sc3c(c2c(=O)n1N)CC(C)(C)OC3	-4	-2.4	-1.6	2	-4	-0.3	1	-0.3	1	2.5	-1.7
CCCCN(C(=O)c1ccc(N(C)S(=O)(=O)c2ccc(C)cc2)cc1)c1c(N)n(CCCC)c(=O)[nH]c1=O	3	3.5	0.1	-2	1	-1.5	4	1.7	-11	0.1	-0.9
COC(=O)c1sc(NC(=O)c2csc3c2CCCC3)nc1C	-3	5.8	-0.2	0	-7	0.5	1	0.4	2	3.5	-1.4
O=C(c1ccc(F)cc1F)N1CCCN(c2nc(-c3ccccc3)ns2)CC1	-8	0.3	-1.2	-4	6	x	-3	-0.3	-2	0.6	-0.5
O=C(Nc1cccc(S(=O)(=O)NC2=NCCC2)c1)c1ccc(=O)[nH]c1	13	-1.6	0.4	-3	2	0.7	-1	0.8	-10	0.2	-1.2
COc1ccc(C(=O)N[C@H](C(=O)OCc2cc(=O)oc3cc(C)ccc23)C(C)C)cc1	-1	-0.9	-1.6	-2	1	-1.4	-1	0.1	2	-2.0	-1.8
O=C(O)CN1CCN(Cc2ccccc2)C1=O	0	0.9	-1.8	1	0	1.2	-3	1.2	-4	-4.2	-1.6
COc1cc2ccc(=O)oc2c(O)c1O	1	-0.3	-0.6	0	-1	1.7	-6	-0.4	-103	-0.3	-1.1
COc1ccccc1C(=O)NC(=O)CSc1ccc(C)c(C)c1	-29	1.7	0.2	0	-4	0.1	-5	0.0	-2	-0.1	-1.5
O=C1Nc2ccccc2O/C1=C\c1c(F)cccc1Cl	-8	0.6	0.2	2	3	1.9	8	-0.6	i	0.7	-1.3
O=C1CN(C(=O)COC(=O)C2CCN(S(=O)(=O)c3ccccc3C(F)(F)F)CC2)c2ccccc2N1	-12	2.2	-0.5	-3	-8	2.4	-1	0.2	-1	0.0	-0.3
COc1ccc(C(=O)N(C)[C@H]2C[C@H]3c4[nH]c5cccc(-c6ccccc6)c5c4CCN3C[C@H]2[C@H](C)O)cc1	16	0.4	-1.0	-6	5	x	11	-0.9	-216	x	-0.7
COc1ccc(C(=O)N2CCN(S(=O)(=O)c3ccc4c(c3)OCCO4)CC2)cc1OC	-4	-3.0	-1.1	-3	-5	0.2	-5	-0.7	-1	0.0	-1.6
O=C(NN1C(=O)c2ccccc2NC1c1ccccn1)c1ccc(Br)cc1 (stereo not given)	6	1.7	-2.1	-1	1	0.6	3	0.9	-74	1.7	-0.7
Cc1cccc(-n2c(Cc3ccccc3)nnc2SCc2ccc([N+](=O)[O-])cc2)c1	-11	-0.8	-1.2	-1	-13	-2.0	-12	-0.9	9	-0.4	-1.7
CCOc1ccc(NC(=O)COC(=O)c2ccc3c(c2)OCO3)cc1	6	0.5	2.2	-1	-3	0.8	2	-0.3	-7	1.0	-1.6
COc1cc(/C=C/C(=O)OCC(=O)NNC(=O)c2cc(Cl)ccc2OC)ccc1O	-17	2.6	-3.0	-1	1	0.4	-7	0.3	-46	-1.7	-1.4
CC1CCc2c(sc3ncnc(SCC(=O)N(C)C4CCS(=O)(=O)C4)c23)C1 (stereo not given)	2	4.5	0.5	0	4	-0.1	-1	-0.8	-4	0.1	-0.4
COc1cc(OC)cc(N2CC(C)(C)C2=O)c1	-4	1.9	-0.9	0	1	x	-4	0.7	-2	2.3	-1.2
COC(=O)c1cc(S(=O)(=O)N2CCN(c3cccc(OC)c3)CC2)cn1C	2	1.1	-2.1	-1	6	1.0	-1	-1.7	0	0.7	-0.8
Nc1cc(=O)[nH]c(=S)n1-c1ccccc1	4	-0.5	-1.3	-2	-1	1.0	4	-0.5	2	2.7	-1.0
COc1ccc(-n2c(=O)c3ccccc3n(CC(=O)Nc3cc(C)on3)c2=O)cc1OC	-1	1.4	0.4	1	4	0.9	3	0.1	-7	1.5	-1.2
COc1ccc(C(=O)N2CCC(N3CCN(c4ccccc4)CC3)CC2)cc1OC	-1	-1.1	-1.9	1	0	2.0	-1	-0.5	2	0.8	-0.6

A few values from the list.
COc1ccc(C(=O)N[C@H](C(=O)OCc2cc(=O)oc3cc(C)ccc23)C(C)C)cc1 | hcDAF-12 act: -1.6
COc1cc2ccc(=O)oc2c(O)c1O | SMARCA2 activ: 0
